OX1R antag-1 = blocks the human orexin 1 receptor; CHO/OX1R cells, Fluo-8 calcium fluorescence, orexin A; O43613; AID 434989; hit rate 0.43% among 330,000; inhibition, % at 5 µM;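 active = inhibition above its plate's threshold, mean inhibition of all tested compounds on the plate plus 3 SD, cut at about 37% in these data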;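 also: 0% = orexin A challenge wells and 100% = SB-334867-A antagonist wells; not every result past the cut was called active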
Target sequence (O43613 whole entry, looked up): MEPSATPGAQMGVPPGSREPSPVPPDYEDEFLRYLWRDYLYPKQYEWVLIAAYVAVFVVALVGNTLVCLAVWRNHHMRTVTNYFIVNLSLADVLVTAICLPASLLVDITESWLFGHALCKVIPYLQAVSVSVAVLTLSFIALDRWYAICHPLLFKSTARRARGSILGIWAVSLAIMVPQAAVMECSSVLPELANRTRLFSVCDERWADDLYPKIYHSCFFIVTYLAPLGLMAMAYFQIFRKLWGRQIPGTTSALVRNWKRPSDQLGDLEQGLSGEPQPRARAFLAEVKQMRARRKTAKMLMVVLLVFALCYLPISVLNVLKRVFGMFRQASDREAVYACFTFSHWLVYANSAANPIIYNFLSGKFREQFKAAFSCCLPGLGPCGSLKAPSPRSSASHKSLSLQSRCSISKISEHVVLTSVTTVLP
OX1R antag-2 = antagonists of human orexin 1 receptor (OX1R). OX1R-expressing cells, FRET antagonist read-out. inhibition, % at 6.6 µM. hit rate 1.8% among 330,000. AID 485270; in the data active = inhibition mostly above about 38%, no sharp cut-off; inactive = mostly below about 40%;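 also: 0% = agonist challenge alone and 100% = reference antagonist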
Numbers without * were called inactive.

Screening O=C(CSCc1c(F)cccc1Cl)NCC1CCCO1 (stereo unspecified) returned OX1R antag-1 -19.8 and OX1R antag-2 2.2.
For Cc1ccc(CNC(=O)CN(Cc2cccs2)C(=O)C2(C)CC(=O)N=C3C=CC=CN32)cc1 (stereo unspecified) the results were OX1R antag-1 -4.3 and OX1R antag-2 6.8.
Screening COc1ccc(NC(=O)COc2ccccc2C)cc1S(=O)(=O)N1CCCCC1 returned OX1R antag-1 -40.4 and OX1R antag-2 21.1.
For CCc1ccc2oc(C(=O)Nc3nonc3C)c(C)c2c1 the results were OX1R antag-1 -27.7 and OX1R antag-2 15.4.
Screening COC(=O)C(C)(C)ONC(=O)Nc1ccccc1[N+](=O)[O-] returned OX1R antag-1 -10.6 and OX1R antag-2 25.9.
Screening Cc1nc(SCc2ccc(O)c([N+](=O)[O-])c2)n[nH]1 returned OX1R antag-1 -4.5 and OX1R antag-2 44.8.
For O=C(/C=C/c1ccc(Cl)cc1)N1CCN(c2ccc(Cl)cc2[N+](=O)[O-])CC1 the results were OX1R antag-1 -21.6 and OX1R antag-2 9.6.
c1ccc(N=P(c2nc3ccccc3o2)(N2CCOCC2)N2CCOCC2)cc1 was read as OX1R antag-1 -35.8 and OX1R antag-2 1.5.
Screening O=C(c1ccccc1Cl)N1CCCC(c2nc3c(nnn3Cc3ccccc3)c(=O)[nH]2)C1 (stereo unspecified) returned OX1R antag-1 -28.6 and OX1R antag-2 13.9.
Screening COc1ccc(C(=O)NCC(=O)OCC(=O)Nc2ncc(Cl)cc2Cl)cc1[N+](=O)[O-] returned OX1R antag-1 -29.1 and OX1R antag-2 8.9.
Cc1nc(N)sc1-c1csc(Nc2ccc(Cl)cn2)n1 was read as OX1R antag-1 -9.1 and OX1R antag-2 11.5.
Screening Cc1cc(C)cc(NCCC#N)c1 returned OX1R antag-1 10.7 and OX1R antag-2 16.5.
For CC(C)(C)c1cc(C(=O)NNc2cccc(Cl)c2)n(Cc2ccccc2)n1 the results were OX1R antag-1 -32.9 and OX1R antag-2 13.0.
Screening CCOC(=O)c1cc2cc([N+](=O)[O-])ccc2oc1=O returned OX1R antag-1 8.0 and OX1R antag-2 32.8.
Screening O=[N+]([O-])c1ccccc1/C=N/N1CCN(Cc2ccccc2)CC1 returned OX1R antag-1 -12.8 and OX1R antag-2 13.9.
O=C(Nc1ccc(N2CCOCC2)cc1)Nc1ccc2nc(-c3ccco3)c(-c3ccco3)nc2c1 was read as OX1R antag-1 -6.5 and OX1R antag-2 51.1*.
For COCCCN=C1NN=C(c2cc(C)n(Cc3ccco3)c2C)CS1 the results were OX1R antag-1 -22.4 and OX1R antag-2 3.6.
For Cc1c(NS(=O)(=O)c2cccc(C(=O)NCc3ccncc3)c2)c(=O)n(-c2ccccc2)n1C the results were OX1R antag-1 6.4 and OX1R antag-2 20.8.
O=C(c1cccc([N+](=O)[O-])c1)c1ccccn1 was read as OX1R antag-1 -13.3 and OX1R antag-2 40.1.
C/C=C/Cn1c(N2CCCCCC2)nc2c1c(=O)[nH]c(=O)n2C was read as OX1R antag-1 -13.6 and OX1R antag-2 18.2.
For CCCCNC(=O)Nc1cc(C)on1 the results were OX1R antag-1 0.8 and OX1R antag-2 5.7.
Screening COc1cc(NC(=O)CN2C(=O)c3ccccc3S2(=O)=O)cc(OC)c1 returned OX1R antag-1 -8.5 and OX1R antag-2 9.2.
Screening COc1ccc(OC)c(NC(=O)COC(=O)CCc2ccc(S(=O)(=O)N3CCOCC3)cc2)c1 returned OX1R antag-1 -13.0 and OX1R antag-2 7.2.
`Cc1ccccc1NC(=O)CN1C(=O)NC(C)(c2ccc3c(c2)OCO3)C1=O` (stereo unspecified) gave OX1R antag-1 -1.6 and OX1R antag-2 23.6.
For CCOC(=O)c1ccc(NC(=O)CSc2nnc(CNc3ccc(OC)cc3)n2C)cc1 the results were OX1R antag-1 -11.4 and OX1R antag-2 27.9.
COc1ccc(NC(=O)CS(=O)CC(=O)NC2CCCc3ccccc32)cc1 (stereo unspecified) was read as OX1R antag-1 -11.0 and OX1R antag-2 6.6.
`CCOC(=O)C1CCN(S(=O)(=O)c2ccc(Br)c(OCC)c2)CC1` gave OX1R antag-1 -17.1 and OX1R antag-2 31.0.
Screening COC(=O)c1ccccc1S(=O)(=O)N1CCC(C(=O)NC2CCCCC2C)CC1 (stereo unspecified) returned OX1R antag-1 -28.1 and OX1R antag-2 5.0.
Screening CCCCC(CCC(=O)NNC(=O)Cc1ccccc1)C(=O)O (stereo unspecified) returned OX1R antag-1 -0.3 and OX1R antag-2 38.9.
O=C(/C=C/c1ccc[nH]1)c1ccc(F)cc1 was read as OX1R antag-1 -6.7 and OX1R antag-2 21.4.
COc1cccc(NC(=O)c2cc(-c3ccccn3)nc3ccccc23)c1 was read as OX1R antag-1 -6.9 and OX1R antag-2 11.3.
`O=C(CCCN1C(=O)/C(=C\c2cccs2)SC1=S)Nc1ccc(O)cc1C(=O)O` gave OX1R antag-1 -7.9 and OX1R antag-2 29.1.
For COc1ccc(C(CNC(=O)COc2ccccc2)N2CCOCC2)cc1 (stereo unspecified) the results were OX1R antag-1 -10.3 and OX1R antag-2 11.0.
`CCOC(=O)CN/C=C(\C#N)c1ccccc1` gave OX1R antag-1 12.0 and OX1R antag-2 1.6.
Screening O=C(COc1ccc(Br)cc1)N1CCNC1=O returned OX1R antag-1 5.2 and OX1R antag-2 5.2.
For Cc1ccc(-c2nnc(N(C)C(=O)c3cccnc3)s2)cn1 the results were OX1R antag-1 -7.8 and OX1R antag-2 30.8.
Screening COc1ccc(-n2c(CCC(=O)O)ccc2-c2ccccc2)cc1 returned OX1R antag-1 -22.4 and OX1R antag-2 3.4.
Screening O=C(COC(=O)Cc1ccsc1)NC(c1ccccc1)c1ccccc1 returned OX1R antag-1 -9.2 and OX1R antag-2 -1.4.
`CC1(C)Cc2nc3sc4c(=O)[nH]cnc4c3cc2CS1` gave OX1R antag-1 -2.6 and OX1R antag-2 22.1.
Screening COc1ccc(-n2c(C)nc3sc4c(c3c2=O)CCCC4)cc1 returned OX1R antag-1 -32.8 and OX1R antag-2 5.5.
For Cc1ccc(CSCc2ccc(C(=O)NCCCN3CCOCC3)o2)cc1 the results were OX1R antag-1 -22.6 and OX1R antag-2 13.0.
`CC(=O)Nc1ccc2nc(NC(=O)CN3CCOCC3)sc2c1` gave OX1R antag-1 -6.1 and OX1R antag-2 -6.3.
Screening CN1CCN(CCCN(Cc2ccco2)C(=S)Nc2ccc(Cl)cc2)CC1 returned OX1R antag-1 -23.1 and OX1R antag-2 2.9.
`c1ccc(COc2ccc(OCCN3CCCC3)cc2)cc1` gave OX1R antag-1 3.8 and OX1R antag-2 13.4.
`COc1ccc(CCNC(=O)C(=O)NCC2OCCN2S(=O)(=O)c2ccc(Cl)cc2)cc1` (stereo unspecified) gave OX1R antag-1 -28.8 and OX1R antag-2 -2.6.
COc1cccc(CNC(=O)c2ccc(NC(=O)CC3SC(N4CCCC4)=NC3=O)cc2)c1 (stereo unspecified) was read as OX1R antag-1 9.1 and OX1R antag-2 3.8.
`COc1ccc(CCNC(=O)C2CCC(=O)N(C3CC3)C2)c(OC)c1` (stereo unspecified) gave OX1R antag-1 -2.7 and OX1R antag-2 7.4.
CN1CCCC(OC(=O)c2ccc(S(=O)(=O)N(C)C)cc2)C1 (stereo unspecified) was read as OX1R antag-1 -9.1 and OX1R antag-2 -4.9.
`CCCN1CCC(NC(=O)Cc2ccc(C)cc2)CC1` gave OX1R antag-1 -23.1 and OX1R antag-2 -5.5.
CCCN1C(=O)c2cc(C(=O)Nc3ccccc3CC)ccc2C1O (stereo unspecified) was read as OX1R antag-1 -4.3 and OX1R antag-2 9.2.
Screening COc1ccc(Cl)cc1C(=O)CSc1nnnn1C1CCCCC1 returned OX1R antag-1 27.5 and OX1R antag-2 52.5*.
Screening Cc1ccc(C(CNS(=O)(=O)c2ccccc2)N2CCN(C)CC2)cc1 (stereo unspecified) returned OX1R antag-1 -23.3 and OX1R antag-2 6.5.
COc1ccc(C(=O)Nc2ccc3c(c2)nc2n3CCSC2)cc1 was read as OX1R antag-1 -17.5 and OX1R antag-2 15.6.
COc1ccc2nc(N3CCCCC3)c(/C=C3\SC(=S)NC3=O)cc2c1 was read as OX1R antag-1 -8.8 and OX1R antag-2 24.4.
Screening O=C(Cc1ccc(S(=O)(=O)N2CCOCC2)s1)Nc1nc2c(s1)CCCC2 returned OX1R antag-1 10.9 and OX1R antag-2 16.2.
For CC(C)OC(=O)CN1CCN(C2c3ccccc3-c3ccccc32)CC1 the results were OX1R antag-1 -16.7 and OX1R antag-2 3.3.
Screening CCOC(=O)N1CCN(C(=S)NC(=O)c2nn(C)cc2Br)CC1 returned OX1R antag-1 -13.9 and OX1R antag-2 5.1.
Cc1ccc(Oc2nc(CN3CCOCC3)nc3sc4c(c23)CCC(C)C4)cc1 (stereo unspecified) was read as OX1R antag-1 -23.7 and OX1R antag-2 7.1.
`COc1ccc(Cl)cc1S(=O)(=O)N1CCN=C1C` gave OX1R antag-1 -10.6 and OX1R antag-2 6.6.
`CCC1(C)N=C(c2ccc3c(c2)OCO3)CC(c2ccccc2O)N1` (stereo unspecified) gave OX1R antag-1 -6.3 and OX1R antag-2 6.9.
Cc1ccc(-c2nc(NCCN3CCOCC3)c3ccccc3n2)cc1 was read as OX1R antag-1 -14.8 and OX1R antag-2 8.4.
`CCOc1ccc(NC(=O)CN(C)Cc2cc(=O)n3c(-c4ccccc4)csc3n2)cc1OCC` gave OX1R antag-1 -51.5 and OX1R antag-2 11.1.
Screening Cc1ccnc(NS(=O)(=O)c2ccc(N3C(=O)C4CCCCC4C3=O)cc2)n1 (stereo unspecified) returned OX1R antag-1 0.2 and OX1R antag-2 8.5.
`COc1ccc(S(=O)(=O)N2CC(=O)Nc3ccccc32)cc1` gave OX1R antag-1 -1.5 and OX1R antag-2 30.9.
`COc1cccc(N=Nc2c(=O)[nH]n3c(C)cc(C)nc23)c1` gave OX1R antag-1 -12.7 and OX1R antag-2 63.8*.
For COc1ccc(N(C(C)C(=O)N/N=C/c2cc(Br)c(C)o2)S(C)(=O)=O)cc1 (stereo unspecified) the results were OX1R antag-1 -14.3 and OX1R antag-2 13.3.
`O=C(CCN1C(=O)CSc2ccccc21)Nc1cccc(C(F)(F)F)c1` gave OX1R antag-1 -9.6 and OX1R antag-2 12.3.
Screening COc1ccc(C(=O)Nc2ccc(C)cn2)c(OC)c1 returned OX1R antag-1 -12.6 and OX1R antag-2 14.8.
Screening C/C(=C\C(=O)c1ccc(C)cc1)Nc1cccc(O)c1 returned OX1R antag-1 -6.5 and OX1R antag-2 7.8.
CCc1nc(C)cc2c1sc1ccccc12 was read as OX1R antag-1 -10.9 and OX1R antag-2 7.1.
Cc1ccc(NC(=O)CN2CCOCC2)cc1Cl was read as OX1R antag-1 -9.1 and OX1R antag-2 -1.0.
Screening CCN(CC)CCNC(=O)CS(=O)Cc1nc(-c2ccc(Cl)cc2)oc1C (stereo unspecified) returned OX1R antag-1 -15.4 and OX1R antag-2 -0.9.
Screening O=C(NCCN1CCOCC1)c1ccc(F)cc1 returned OX1R antag-1 -4.0 and OX1R antag-2 24.7.
Screening CCNc1nc(NCC)nc(N2CC(=O)N(CC(=O)OCC)C2=N)n1 returned OX1R antag-1 -8.4 and OX1R antag-2 23.0.
Screening O=C(NC1CCCCC1)C(c1ccccc1)N(Cc1cccnc1)C(=O)c1csnn1 (stereo unspecified) returned OX1R antag-1 -30.6 and OX1R antag-2 5.3.
Cc1nonc1OCCNCCNc1ccc([N+](=O)[O-])cc1Cl was read as OX1R antag-1 -19.4 and OX1R antag-2 34.1.
O=C1c2cc(Br)ccc2OC2C=CC=CC12 (stereo unspecified) was read as OX1R antag-1 -13.6 and OX1R antag-2 7.1.
Screening COc1ccc(NC(=O)CSc2nc3[nH]ncc3c(=O)[nH]2)c(OC)c1 returned OX1R antag-1 -13.6 and OX1R antag-2 19.6.
For O=P(/C(=N/O)Sc1ccccc1)(N1CCOCC1)N1CCOCC1 the results were OX1R antag-1 -5.2 and OX1R antag-2 6.7.
For COc1ccc(C2C(Oc3ccccc3)C(=O)N2c2ccc(C)c(C)c2)cc1OC (stereo unspecified) the results were OX1R antag-1 2.5 and OX1R antag-2 27.3.

As a short view, part of the list above.
O=C1c2cc(Br)ccc2OC2C=CC=CC12 (stereo unspecified) was read as OX1R antag-1 -13.6 and OX1R antag-2 7.1.
Screening COc1ccc(NC(=O)CSc2nc3[nH]ncc3c(=O)[nH]2)c(OC)c1 returned OX1R antag-1 -13.6 and OX1R antag-2 19.6.
For O=P(/C(=N/O)Sc1ccccc1)(N1CCOCC1)N1CCOCC1 the results were OX1R antag-1 -5.2 and OX1R antag-2 6.7.
For COc1ccc(C2C(Oc3ccccc3)C(=O)N2c2ccc(C)c(C)c2)cc1OC (stereo unspecified) the results were OX1R antag-1 2.5 and OX1R antag-2 27.3.

Further entries follow.
`Cn1cc(-c2cccc(C(F)(F)F)c2)cc(C#N)c1=O` gave OX1R antag-1 -10.5 and OX1R antag-2 -1.9.
`CC(C)NC(=O)c1cc(-c2cccs2)nc2ccccc12` gave OX1R antag-1 -9.6 and OX1R antag-2 7.5.
For COc1cccc(OCc2cc(C(=O)N3CCC(C(O)C(C)C)CC3)no2)c1 (stereo unspecified) the results were OX1R antag-1 -11.4 and OX1R antag-2 14.1.
C=CCOC(=O)CCP(=O)(CCC(=O)OCC=C)c1ccccc1 was read as OX1R antag-1 -0.5 and OX1R antag-2 2.7.
`COc1ccc(OC)c(NC(=O)c2cccc(Cn3cc(Br)c([N+](=O)[O-])n3)c2)c1` gave OX1R antag-1 -12.2 and OX1R antag-2 14.2.

By substructure, the compounds so far containing a CF3 group
`O=C(CCN1C(=O)CSc2ccccc21)Nc1cccc(C(F)(F)F)c1` gave OX1R antag-1 -9.6 and OX1R antag-2 12.3.
`Cn1cc(-c2cccc(C(F)(F)F)c2)cc(C#N)c1=O` gave OX1R antag-1 -10.5 and OX1R antag-2 -1.9.

Source: PubChem
